CYP2C9 inh = blockers of cytochrome P450 2C9 activity – biochemical, luminescence, ADME assay, primary screen | CYP2C9 Supersomes, luciferin-H conversion | inhibition, % at 5 µM | actives 20% (n = 96,000);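 active = blocking of liver enzyme CYP2C9 beyond about 50% at 5 µM, limit read from the data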; also: values of inactives mirror those of a sister screen read the other way
PLAP act = PLAP enzyme activators, biochemical, luminescence, HTS; purified PLAP enzyme, luminescent substrate read-out; stronger effect = higher value; activation fold at 20 µM; AID 696, 2007; actives 1.2% (n = 96,000); in the data active = activation fold above about 2
CYP2C19 inhib = blockers of cytochrome P450 2C19 activity – biochemical, luminescence, ADME assay, primary screen; P33261; CYP2C19 Supersomes, luciferin-H EGE luminescence, 30 min; inhibition, % at 5 µM; actives 21% (n = 96,000); AID 778, 2007;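 active = CYP2C19 inhibition above a set limit at 5 µM in the primary screen, cut at about 50% in these data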;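 also: plate controls were negative control wells for no effect and 2.5 mM tranylcypromine positive control for full effect; values of inactives mirror those of a sister screen read the other way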
Target sequence (P33261 whole entry, looked up): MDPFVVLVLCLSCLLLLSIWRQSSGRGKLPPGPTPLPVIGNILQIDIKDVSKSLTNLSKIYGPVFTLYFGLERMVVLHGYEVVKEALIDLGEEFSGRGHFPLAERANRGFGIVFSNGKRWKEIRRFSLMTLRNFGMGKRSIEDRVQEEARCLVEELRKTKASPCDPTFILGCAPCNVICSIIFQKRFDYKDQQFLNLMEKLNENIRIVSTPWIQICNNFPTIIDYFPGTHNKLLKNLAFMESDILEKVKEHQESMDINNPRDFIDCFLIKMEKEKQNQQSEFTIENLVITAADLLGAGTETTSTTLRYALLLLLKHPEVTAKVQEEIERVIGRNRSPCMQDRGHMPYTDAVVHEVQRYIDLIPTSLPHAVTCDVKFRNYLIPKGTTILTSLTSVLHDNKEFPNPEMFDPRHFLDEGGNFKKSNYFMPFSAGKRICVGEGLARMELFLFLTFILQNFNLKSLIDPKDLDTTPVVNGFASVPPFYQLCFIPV
HIV Rev-RRE inh = HIV-1 Rev-RRE binding inhibitors, primary screen, biochemical, FRET, protein-RNA interaction | P05866 | Rev peptide-RRE RNA binding | inhibition, % at 8 µM | actives 0.79% (n = 97,000) | AID 704, 2007;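 active = inhibition above the screen-wide mean plus 3 SD, cut at about 35% in these data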;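 also: 0% = median DMSO wells and 100% = median Neomycin B control wells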
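Material: labelled RRE RNA duplex and labelled Rev peptide / Buffer or medium: HEPES pH 7.5 salt buffer with EDTA / Compound dosing: single point, 8 µM final nominal compound concentration / Benchmarks: DMSO low control, neomycin B high control / Timing: 5 min preincubation and 15 min binding, 25 °C / Technique: FRET fluorescence readout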
CYP2C9 act = human CYP2C9 activators, primary screen, biochemical, luminescence | Cytochrome P450 2C9 (Homo sapiens), P11712 | recombinant CYP2C9, luciferin-H conversion; stronger effect = higher value; factor 1 = untreated enzyme, 0 = blocked | activation factor at 5 µM | actives 1.4% (n = 96,000);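 active = activation factor of 2 or more for CYP2C9 at a 5 µM dose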;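 also: 0 = sulfaphenazole-blocked wells and 1 = vehicle-only wells; values of inactives mirror those of a sister screen read the other way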
EphB4 ephrin blk = EphB4-ephrin-B2 interaction antagonists, primary screen, biochemical, TNYL-RAW peptide probe, fluorescence polarization. Ephrin type-B receptor 4 (Homo sapiens), P54760. EphB4 LBD / TNYL-RAW-Alexa532 peptide. actives 0.15% (n = 97,000). inhibition, % at 7 µM. AID 720, 2007;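 active = inhibition above the screen-wide mean inhibition plus 3 SD, cut at about 15% in these data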;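 also: 0% = DMSO wells and 100% = excess unlabeled TNYL-RAW peptide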
Plk1 PBD FP = Plk1 polo box domain binding inhibitors, primary screen, biochemical, fluorescence polarization; Serine/threonine-protein kinase PLK1 (Homo sapiens), P53350; Plk1 PBD phosphopeptide binding; inhibition, %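 (tested at about 20 µM)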; actives 0.13% (n = 97,000); AID 693, 2007; in the data active = inhibition above about 34%, passing the limit was not always enough
Target sequence (P53350 whole entry, looked up, the tested form may be a part): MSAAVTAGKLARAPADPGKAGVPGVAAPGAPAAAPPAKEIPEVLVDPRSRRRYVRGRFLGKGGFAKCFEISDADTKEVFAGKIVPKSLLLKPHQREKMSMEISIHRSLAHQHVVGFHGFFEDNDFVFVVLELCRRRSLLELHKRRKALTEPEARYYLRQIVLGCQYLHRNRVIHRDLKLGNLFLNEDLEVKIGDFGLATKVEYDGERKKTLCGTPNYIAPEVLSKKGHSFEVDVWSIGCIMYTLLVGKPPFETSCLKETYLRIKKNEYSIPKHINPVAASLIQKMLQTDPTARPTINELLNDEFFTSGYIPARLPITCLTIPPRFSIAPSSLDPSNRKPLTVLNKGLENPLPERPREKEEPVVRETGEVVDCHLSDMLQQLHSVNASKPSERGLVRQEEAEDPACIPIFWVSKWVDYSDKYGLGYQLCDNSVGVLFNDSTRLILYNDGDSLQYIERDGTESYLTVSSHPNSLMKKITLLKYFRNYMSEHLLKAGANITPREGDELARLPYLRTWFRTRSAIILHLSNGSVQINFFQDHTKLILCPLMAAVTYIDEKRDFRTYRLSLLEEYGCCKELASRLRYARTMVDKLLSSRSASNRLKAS
CYP2C19 activ = human CYP2C19 activators, primary screen, biochemical, luminescence. Cytochrome P450 2C19 (Homo sapiens), P33261. recombinant CYP2C19, luciferin-H EGE luminescence; stronger effect = higher value; 0 = fully inhibited enzyme, 1 = untreated enzyme. activation factor at 5 µM. 96,000 tested, under 10 active. AID 1025, 2008;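 active = activation factor of at least 2 at 5 µM in the primary screen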;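 also: 0 = wells with 2.5 mM tranylcypromine and 1 = vehicle-only wells; values of inactives mirror those of a sister screen read the other way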
PLK1 inh = human PLK1 kinase inhibitors, primary screen, biochemical, TR-FRET. Serine/threonine-protein kinase PLK1 (Homo sapiens), P53350. actives 0.53% (n = 97,000). recombinant PLK1 kinase, TR-FRET peptide phosphorylation. inhibition, % at 10 µM;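 active = inhibition of 50% or more in the single-concentration screen; inactive = inhibition below 50%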;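 also: 0% = DMSO max control and 100% = H-89 dihydrochloride min control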
Starred values were filed as active, the others as inactive; / = not tested or not shown.

cpd	Compound	CYP2C9 inh	PLAP act	CYP2C19 inhib	HIV Rev-RRE inh	CYP2C9 act	EphB4 ephrin blk	Plk1 PBD FP	CYP2C19 activ	PLK1 inh
1	CCCCn1c(=NC(=O)c2ccco2)c(C(=O)OCC)cc2c(=O)n3ccccc3nc21	10	1.1	-13	1	0.9	-4	-20	1.1	5
2	CC1CN(c2ncnc3c2cnn3-c2ccc(Cl)cc2)CC(C)O1 (stereo unspecified)	-10	1	-14	9	1.1	-3	-22	1.1	-9
3	C=CCn1c(SCC(=O)N2CCOCC2)nc2sc3c(c2c1=O)CCCC3	80*	1.6	71*	6	0.2	0	-8	0.3	-3
4	O=C(N/N=C/c1ccc([N+](=O)[O-])o1)c1cc(-c2cccc(Br)c2)nc2ccccc12	56*	1.1	9	8	0.4	7	11	0.9	-16
5	CCN(CC)S(=O)(=O)c1cccc(-c2nnc(SCC(=O)c3cc(C)n(C4CC4)c3C)o2)c1	70*	1.5	64*	/	0.3	/	/	0.4	/
6	O=C(Cn1nnc(-c2ccccc2NC(=O)c2ccccc2F)n1)NCc1ccco1	49	1	9	-1	0.5	1	-30	0.9	-14
7	N#CC1C(C#N)N2CCCN2C1c1ccc(Cl)cc1 (stereo unspecified)	/	/	/	8	/	8	-27	/	-6
8	COc1ccc(-n2c(COc3ccc(C)cc3)nnc2SCc2ccc(C#N)cc2)cc1	41	1.1	50	3	0.6	3	10	0.5	-9
9	Cc1cc(C)nc(NC2=NCC(=O)N2c2ccccc2)n1	0	2.4*	2	8	1	5	-19	1	-9
10	CC(O)Cn1c(=O)c2c(nc(Br)n2Cc2ccccc2)n(C)c1=O (stereo unspecified)	/	/	/	-2	/	0	-2	/	-3
11	COc1ccc(/C=N/NC(=O)c2ccn[nH]2)cc1COc1ccc(Cl)cc1Cl	40	1.1	22	4	0.6	3	13	0.8	-10
12	O=C(Nc1ccc2oc(=O)ccc2c1)c1cc2ccccc2o1	/	/	/	9	/	3	3	/	-11
13	Nc1cc(N)nc(SCc2cccnc2)n1	-42	1	0	3	1.4	-4	10	1	-1
14	COc1ccc(N2CSC3=C(C#N)C(c4cc(OC)c(OC)cc4OC)CC(=O)N3C2)c(OC)c1 (stereo unspecified)	34	1.4	9	17	0.7	-7	41	0.9	-7
15	Cc1ccc(Nc2nc3ccccc3o2)cc1F	20	0.8	10	4	0.8	12	-17	0.9	-12
16	O=C(CSc1nnc(-c2cccs2)n1-c1ccccc1)NCC1CCCO1 (stereo unspecified)	-18	1.2	-16	0	1.2	4	8	1.2	-9
17	CCCCN1C(=O)CC(Nc2ccc(CC)cc2)C1=O (stereo unspecified)	22	0.9	77*	7	0.8	6	0	0.2	-10
18	Nc1cc(=O)nc(SCC(=O)N(C2CCCCC2)C2CCCCC2)n1-c1ccccc1	45	1.4	18	5	0.5	-4	-19	0.8	1
19	Cc1nc(C)n(CC(O)COc2ccc3c(c2)CCC3)n1 (stereo unspecified)	0	1.4	44	-6	1	5	4	0.6	-3
20	COc1cc(CNCCO)ccc1OC1CCCC1	-5	0.8	1	3	1	-9	-9	1	4
21	CC(C)(C)c1cc(C(=O)N2CCc3ccccc32)ccn1	53*	1.2	72*	-2	0.5	-4	-7	0.3	-8
22	O=C(Nc1cccc(O)c1)N1CCOCC1	/	/	/	7	/	-3	-2	/	-7
23	CCOC(=O)C1CCN(C(=O)C2CCN(S(=O)(=O)CC)CC2)CC1	-14	0.9	-18	4	1.1	-1	-3	1.2	-15
24	CN1CCN(c2ccc([N+](=O)[O-])cc2C(=O)c2ccc(Cl)cc2)CC1	14	1.1	58*	7	0.9	7	8	0.4	-6
25	Cc1ccc(C)c(N2CCN(C(=O)CN3C(=O)c4ccccc4C3=O)CC2)c1	5	1	-10	3	1	4	-2	1.1	3
26	CCc1ccc2[nH]c(O)c(N=Nc3nc(-c4ccccc4)cs3)c2c1	12	0.8	12	17	0.9	11	-6	0.9	-10
27	CCOCCCN(CCC#N)S(=O)(=O)c1ccc(S(=O)(=O)N2CCCC2)cc1	30	1	25	4	0.7	2	-27	0.8	0
28	O=c1c2ccccc2c(/C=N/c2ncn[nH]2)c(O)n1Cc1ccccc1	11	1.1	-3	15	0.9	-8	10	1	1
29	O=C(CCCCCN1C(=O)c2ccccc2C1=O)NCc1ccco1	60*	0.9	22	10	0.4	-1	9	0.8	-5
30	CCOC(=O)c1nnn(-c2nonc2N)c1CN(CC)c1ccccc1	89*	1.1	99*	7	0.1	-2	-19	0	6
31	Cn1c(=O)oc2cc(S(=O)(=O)NC3CCCCCCC3)ccc21	-12	0.8	41	5	1.1	-6	-8	0.6	2
32	O=C(/C=C\Nc1cccc(F)c1)c1cccs1	20	0.8	55*	1	0.8	5	-14	0.4	-7
33	CC(C)C(c1nnnn1C1CCCC1)N1CCN(C(=O)c2ccco2)CC1 (stereo unspecified)	50*	1.1	5	5	0.5	5	-16	1	-12
34	CCn1c(SCCC(=O)O)nnc1-c1cccnc1	6	0.9	-1	/	0.9	/	/	1	/
35	COc1ccc(C(C#N)Nc2ccc(C)cc2)cc1 (stereo unspecified)	-1	0.9	-2	4	1	-8	4	1	-4
36	CN1C(=O)c2ccccc2C(C(=O)O)C1c1cn(C)c2ccccc12 (stereo unspecified)	17	1	15	2	0.8	-10	-9	0.8	-2
37	C=CCOC(=O)C1=C(C)Nc2nnnn2C1c1cc(OC)ccc1OC (stereo unspecified)	51*	1.1	71*	/	0.5	/	/	0.3	/
38	O=C(CSc1nnc(-c2ccc(F)cc2)o1)Nc1ccccc1N1CCOCC1	/	/	/	13	/	-8	8	/	-6
39	COC(=O)CCC(=O)Nc1nnc(C(F)(F)F)s1	20	0.9	4	4	0.8	-3	-30	1	-6
40	CCOC(=O)Nc1cccc(OCC(=O)Nc2ccc(OC)cc2OC)c1	/	/	/	10	/	1	-10	/	-10
41	CCCn1c(C(C)NC(=O)c2ccccc2)nc2ccccc21 (stereo unspecified)	/	/	/	-3	/	-4	14	/	-8
42	CCOC(=O)CC(=O)Nc1nnc(C(C)C)s1	3	1.5	4	8	1	0	-14	1	18
43	CC(=O)c1ccc(N2C(=O)NC3(CCCCC3)C2=O)cc1	0	0.8	26	/	1	/	/	0.7	/
44	CN(C)c1oc(-c2ccccc2Cl)nc1C#N	-179	1	62*	-1	2.8*	-1	16	0.4	-1
45	CCCCOc1ccc(N(CC(=O)NC2CCCC2)C(=O)CCC(=O)Nc2ccccn2)cc1	/	/	/	1	/	3	9	/	0
46	CCOC(=O)c1c(C=O)c(C)n(Cc2ccccc2Cl)c1C	94*	1.5	98*	15	0.1	-1	-5	0	-13
47	CCCC(=O)NCc1cc(-c2nn(C)c(=O)c3ccccc23)ccc1C	40	1.1	25	3	0.6	7	9	0.7	-12
48	CN(C)CC(O)COc1ccc(C(C)(C)c2ccc(OCC(O)CN(C)C)cc2)cc1 (stereo unspecified)	-6	1.5	-7	-1	1.1	3	-29	1.1	-16
49	CCOC(=O)C1Cn2c(nc3c(c2=O)C2(CCCC2)Cc2ccccc2-3)S1 (stereo unspecified)	38	1.5	62*	5	0.6	2	-5	0.4	-4
50	CC(C)=CCC/C(C)=C/CC/C(C)=N/O	18	1.2	26	-6	0.8	-7	13	0.7	-6

Next section.
cpd	Compound	CYP2C9 inh	PLAP act	CYP2C19 inhib	HIV Rev-RRE inh	CYP2C9 act	EphB4 ephrin blk	Plk1 PBD FP	CYP2C19 activ	PLK1 inh
51	O=C(NC1CCCCCCC1)c1ccc(CNc2c(N3CCOCC3)c(=O)c2=O)cc1	44	1.1	20	/	0.6	/	/	0.8	/
52	CCn1c(=O)c(-c2ccccc2)c(O)c2ccccc21	5	1	-5	3	1	-2	24	1	-6
53	O=c1c2[nH]c3ccc(Cl)cc3c2ncn1Cc1ccccn1	18	0.8	11	2	0.8	1	1	0.9	-15
54	Cc1nc2cc3ccccc3cc2c(=O)[nH]1	19	0.9	21	2	0.8	0	5	0.8	46
55	CCN(CC)CCOC(=O)c1ccc(Cl)cc1	25	0.9	15	3	0.8	-4	-14	0.8	-11
56	COc1cccc(NC(=O)Nc2cc(C)ccc2F)c1	-18	1	26	1	1.2	-10	9	0.7	7
57	N#CC1=C(N)N2C(=C(C#N)C13CCN(Cc1ccccc1)CC3)Nc1ccccc12	38	1.5	18	15	0.6	5	8	0.8	-5
58	COCCn1c(N)c(NCc2ccccc2)c(=O)n(CC(=O)Nc2cc(C)ccc2C)c1=O	26	1.3	17	3	0.7	-3	6	0.8	0
59	O=c1[nH]nc(CSCc2ccccc2Cl)[nH]1	-21	1	1	7	1.2	5	11	1	-15
60	CC1CCC2(CC1)NC(=O)N(CC(=O)NC(=O)NC1CCCC1)C2=O (stereo unspecified)	35	1.3	8	/	0.7	/	/	0.9	/
61	COc1ccc(N=C2SC(C(=O)O)CC(=O)N2Cc2ccc(OC)c(OC)c2)cc1 (stereo unspecified)	33	1.4	16	5	0.7	2	6	0.8	-11
62	Cc1cc(C)c(C#N)c(SCCS(=O)(=O)Cc2ccccc2)n1	-76	0.8	8	6	1.8	-1	-1	0.9	-15
63	CCSc1nc(O)c(C2OC(=O)c3c2ccc(OC)c3OC)c(=O)n1-c1ccccc1 (stereo unspecified)	22	1.2	2	7	0.8	-4	-4	1	-5
64	CNC(=S)N1CCN(c2cccc(OC)c2)CC1	12	0.9	15	7	0.9	5	-3	0.9	-14
65	Cc1nc(-c2cccc(S(=O)(=O)N3CC(C)CC(C)C3)c2)cs1 (stereo unspecified)	-8	1.1	-8	8	1.1	-9	-11	1.1	0
66	Cc1cccc(NC(=O)N(C)Cc2cccs2)c1	-28	0.9	44	2	1.3	4	3	0.6	-3
67	COc1ccc(-n2c(=S)[nH]c3cc(C(=O)NCCCN4CCCC4=O)ccc3c2=O)c(OC)c1	0	1.5	-7	3	1	-4	11	1.1	4
68	COc1ccc(N2CCN(C(=O)CCc3nc(-c4ccc(C)cc4)no3)CC2)cc1	51*	1.2	83*	-1	0.5	0	-3	0.2	5
69	COc1ccc(NC(=O)CSc2nc3ccccc3c(=O)n2-c2ccc3c(c2)OCO3)c(OC)c1	12	1	7	3	0.9	-1	-5	0.9	-5
70	O=C(CSc1ccccn1)Nc1nc2ccc(Br)cc2s1	22	0.9	25	8	0.8	5	17	0.8	-6
71	COc1ccc(-c2nn3c(-c4ccco4)nnc3s2)cc1OC	18	1	16	13	0.8	0	-5	0.8	-13
72	CC(=O)N1CCN(S(=O)(=O)c2ccc(S(=O)(=O)NCC(C)C)cc2)CC1	-9	1	-14	1	1.1	-2	3	1.1	6

Quoted from the listing:
Nc1cc(=O)nc(SCC(=O)N(C2CCCCC2)C2CCCCC2)n1-c1ccccc1 – CYP2C19 inhib: 18
CN1CCN(c2ccc([N+](=O)[O-])cc2C(=O)c2ccc(Cl)cc2)CC1 – PLAP act: 1.1
CC(C)C(c1nnnn1C1CCCC1)N1CCN(C(=O)c2ccco2)CC1 (stereo unspecified) – Plk1 PBD FP: -16
